Source: PubChem BioAssay (several laboratories)
bovine MsrA act – bovine MsrA enzyme activators, primary screen, biochemical, absorbance, HTS | actives 0.3% (n = 360,000) | purified bovine MsrA, absorbance read-out | activation, % at 10.6 µM | Methionine sulfoxide reductase A (Bos taurus); in the data active = activation above about 7.5%;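 note: 0% = vehicle and 100% = reference activator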
LMPTP inh – LMPTP phosphatase inhibitors, primary screen, biochemical, fluorescence intensity, uHTS; recombinant LMPTP-A, OMFP fluorogenic substrate; Low molecular weight phosphotyrosine protein phosphatase (Homo sapiens), P24666; actives 0.22% (n = 360,000); inhibition, % at 20 µM;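 active = compounds that cut the enzyme signal by at least half of the control window in the single-dose screen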;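 note: plate controls were DMSO wells with enzyme plus substrate for no effect and substrate without enzyme for full effect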
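Test system: LMPTP-A, protein tyrosine phosphatase of low molecular weight; Input: 0.625 nM enzyme; Incubation: 50 min dark incubation at room temperature; Signal: endpoint fluorescence intensity from OMFP dephosphorylation; Read-out basis: % inhibition versus control wells.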
DNMT1 block – human DNMT1 methyltransferase inhibitors, primary screen, biochemical, molecular beacon, fluorescence, HinP1I cleavage, uHTS. inhibition (reported as % activation of signal), % at 10 µM. DNA (cytosine-5)-methyltransferase 1 (Homo sapiens), P26358. actives 0.83% (n = 360,000); in the data active = inhibition above about 50%
Tb MetRS inh – T. brucei MetRS inhibitors, primary screen, biochemical, luminescence; methionyl-tRNA synthetase (Trypanosoma brucei brucei); purified T. brucei MetRS, ATP depletion, Kinase-Glo luminescence; inhibition, % at 11.9 µM; actives 0.4% (n = 360,000); AID 624268, 2012;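 active = inhibition above a per-plate cutoff of the control wells' mean inhibition plus 3 SD, cut at about 5.5% in these data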;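 note: 0% = DMSO wells median and 100% = median of wells with control inhibitor compound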
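Dosing: 11.9 µM single point; system: parasite MetRS enzyme; technique: luminescence of leftover ATP; times: 15 min enzyme-compound preincubation, 2 h reaction, 10 min detection, 25 °C; replicates: each compound tested once; read-out basis: percent inhibition relative to median high and low control wells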
eLon inh – inhibitors of E. coli Lon protease, primary screen, biochemical, fluorescence polarization; purified E. coli Lon protease; P0A9M0; actives 0.42% (n = 360,000); inhibition, % at 7.94 µM; in the data active = inhibition above about 13%, passing the limit was not always enough;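 note: 0% = enzyme with probe and DMSO and 100% = no enzyme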
MsrA inh – bovine MsrA enzyme inhibitors, primary screen, biochemical, absorbance, HTS. Methionine sulfoxide reductase A (Bos taurus). purified bovine MsrA, absorbance read-out. inhibition, % at 15.5 µM. actives 0.75% (n = 360,000). AID 651718, 2012; in the data active = inhibition above about 4.5%;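 note: 0% = vehicle wells with enzyme and 100% = reference inhibitor wells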
CendR NRP1 mod – modulators of CendR peptide binding to NRP-1, primary screen, biochemical, fluorescence polarization, uHTS; actives 0.85% (n = 360,000); FAM-RPARPAR peptide binding to NRP-1; inhibition, % at 25 µM; AID 602438, 2012; Neuropilin-1 (Homo sapiens), O14786;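 active = inhibition or corrected inhibition above about 18%, plus a signal ratio from 0.5 to 1.5, limit read from the data, passing the limit was not always enough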; note: strong numbers were not always called active
Target sequence (O14786 whole entry, looked up): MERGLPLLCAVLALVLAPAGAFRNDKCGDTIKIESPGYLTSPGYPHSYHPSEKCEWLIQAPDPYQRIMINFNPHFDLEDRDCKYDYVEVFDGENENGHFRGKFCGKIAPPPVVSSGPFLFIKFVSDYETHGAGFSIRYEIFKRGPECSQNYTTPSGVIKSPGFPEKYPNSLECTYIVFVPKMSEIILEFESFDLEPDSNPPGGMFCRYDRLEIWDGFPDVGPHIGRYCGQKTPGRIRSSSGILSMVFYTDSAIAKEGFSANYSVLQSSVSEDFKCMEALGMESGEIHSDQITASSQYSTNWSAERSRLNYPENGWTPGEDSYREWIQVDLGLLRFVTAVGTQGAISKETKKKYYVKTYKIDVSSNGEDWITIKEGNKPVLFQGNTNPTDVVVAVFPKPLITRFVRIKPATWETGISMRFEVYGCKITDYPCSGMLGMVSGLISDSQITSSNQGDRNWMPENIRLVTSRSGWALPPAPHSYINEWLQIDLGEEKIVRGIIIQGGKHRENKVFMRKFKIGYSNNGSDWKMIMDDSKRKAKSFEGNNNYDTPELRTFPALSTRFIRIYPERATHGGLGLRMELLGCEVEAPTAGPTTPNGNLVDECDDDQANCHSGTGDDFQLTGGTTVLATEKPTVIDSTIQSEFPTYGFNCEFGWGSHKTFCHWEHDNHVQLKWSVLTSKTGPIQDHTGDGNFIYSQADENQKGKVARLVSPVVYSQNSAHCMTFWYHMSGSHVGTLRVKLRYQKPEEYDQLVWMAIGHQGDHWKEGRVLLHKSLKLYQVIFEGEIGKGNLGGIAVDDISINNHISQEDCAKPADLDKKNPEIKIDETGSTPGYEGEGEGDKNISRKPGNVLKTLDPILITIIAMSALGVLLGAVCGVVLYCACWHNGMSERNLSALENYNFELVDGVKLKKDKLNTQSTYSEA
Scp1 inh – Scp-1 phosphatase inhibitors, primary screen, biochemical, colorimetric, uHTS. actives 0.88% (n = 340,000). AID 493091, 2011. inhibition, % at 20 µM. Recombinant Scp1, phosphopeptide, malachite green phosphate absorbance;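 active = inhibition above about 50% at 20 µM, limit read from the data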;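 note: plate controls were DMSO wells with enzyme for no effect and wells lacking enzyme for full effect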
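Material: truncated SCP-1 phosphatase (76-261aa) / Buffer or medium: 50 mM Tris acetate pH 5.5, 0.005% Tween-20, 10 mM MgCl2 / Compound dosing: one concentration, 20 µM, with 1.0% DMSO / Incubation: 45 min room-temperature reaction, 5 min colour, 30 min stabiliser / Detection: colorimetric free-phosphate detection, absorbance 630 nm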
SUMO1-SIM PPI – modulators of SUMO1 protein-protein interactions, primary screen, biochemical, uHTS | actives 0.33% (n = 360,000) | AID 602429, 2012 | Small ubiquitin-related modifier 1 (Homo sapiens), P63165 | inhibition, % at 20 µM | SUMO1 binding to a labelled peptide, TR-FRET, 1 h; in the data active = inhibition above about 37%
Target sequence (P63165 whole entry, looked up): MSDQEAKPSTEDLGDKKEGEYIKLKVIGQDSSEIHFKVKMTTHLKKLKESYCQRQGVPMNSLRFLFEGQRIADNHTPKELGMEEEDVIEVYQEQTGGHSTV
STEP inh – STEP phosphatase inhibitors, primary screen, biochemical, fluorescence intensity, uHTS. recombinant STEP, OMFP fluorogenic substrate. inhibition, % at 20 µM. actives 0.25% (n = 360,000). Tyrosine-protein phosphatase non-receptor type 5 (Homo sapiens), P54829;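 active = inhibition at 20 µM, scaled per plate between control wells, above about 37%, limit read from the data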;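 note: 0% = DMSO with enzyme and substrate and 100% = substrate only without enzyme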
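System: STEP (striatal-enriched tyrosine phosphatase) enzyme, cell-free; medium: Bis-Tris pH 6.0 buffer with DTT, detergent; dosing: 20 µM, 1% DMSO; times: reaction 20 min, ambient temperature; detection: fluorescence, 480/540 nm; read-out basis: normalized % inhibition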
Active calls of the source: *; . = not tested or not shown.

Every second line gives: DNMT1 block	STEP inh	MsrA inh	bovine MsrA act	eLon inh	SUMO1-SIM PPI	Scp1 inh	CendR NRP1 mod	LMPTP inh	Tb MetRS inh
- CN(C)CCNc1ncnc2c1ncn2[C@H]1CN(C)C[C@@H](CO)O1
    1	-1	0.7	-2	9	3	.	5	-8.0	-0.2
- COc1ccc(C2C=C(C34CC5CC(CC(C5)C3)C4)NC(=S)N2)cc1OC (stereo not drawn)
    -13	3	0.8	-3	-6	1	3	-6	1.0	-0.7
- O=C(COC(=O)CCSc1ccccc1Cl)NCc1ccco1
    0	-2	1.9	-2	-1	-1	12	-3	-1.3	0.1
- O=C(Nc1cccc(Cl)c1)c1cnccn1
    3	-4	0.6	-5	-1	-2	-6	8	-2.5	1.1
- O=C1c2cccc(OCC(=O)N3CCCc4ccccc43)c2CCN1Cc1ccccc1
    14	2	-0.9	-7	-7	0	-8	0	-1.1	-1.0
- COCCC(=O)N1CCC(Oc2ccc(C(=O)N3CCCCC3COC)cc2)CC1 (stereo not drawn)
    3	-2	-0.7	-1	10	3	-3	-4	-0.6	0.4
- O=c1c2cc3ccccc3n2cnn1Cc1ccccc1F
    -8	7	-0.2	1	-1	-3	-21	-5	0.9	-0.3
- CCOC(=O)c1cccc(NC(=O)CSc2nncn2-c2ccccn2)c1
    -1	0	0.3	-4	9	4	-3	-5	4.7	-0.8
- O=C(NC1CCCCC1c1ccccc1)c1ccccc1 (stereo not drawn)
    5	3	-0.8	0	1	4	-5	-3	-0.7	-0.1
- COC(=O)c1cccc(S(=O)(=O)N2CCN(c3nc4ccccc4s3)CC2)c1
    -3	1	0.7	-2	7	-2	-3	-1	0.6	-0.4
- O=C(NCc1ccco1)c1cc(-c2cccc(Cl)c2)on1
    3	0	0.4	1	3	0	-1	-6	0.8	-0.3
- Cc1ccc(C(=O)NC(=S)NCc2ccccc2)cc1Br
    -1	2	-1.1	-4	42	23	6	-4	1.2	-0.9
- O=C(Nc1nnc(CCN2CCCCC2)s1)C1CCCCC1
    4	-5	-1.4	-1	-11	-2	-7	7	0.7	1.3
- Cc1cc2c(cc1S(=O)(=O)CCC(=O)NCc1ccccc1)OCC(=O)N2
    0	-1	-0.9	-1	-7	-2	-5	5	0.2	0.7
- CNC(=O)C(C)Sc1ccc(S(=O)(=O)N2CCOCC2)cn1 (stereo not drawn)
    4	-2	-1.5	-2	-3	3	-4	22*	-2.1	-0.3
- COc1ccc(C(=O)NC(=S)Nc2ccc(CN3CCCCC3)cc2)cc1Cl
    -5	2	0.3	-3	-1	2	-4	-9	3.7	-0.3
- COCc1cc(N2CCOCC2)nc(SCc2ccc(Cl)cc2)n1
    -5	4	1.4	-2	4	8	-3	6	0.5	0.2
- CC(C)C(=O)Nc1nnc(CCN2CCOCC2)s1
    1	-1	-0.4	0	6	-4	-7	-2	0.6	0.3
- COc1ccc(C(=S)N2CCOCC2)cc1OC(=O)c1ccc([N+](=O)[O-])cc1
    0	4	-0.8	-1	6	-32	-8	-5	0.7	-1.0
- CCOC(=O)N1CCN(C(=O)c2ccc3c(Cl)c4c(nc3c2)CCCC4)CC1
    0	-1	-0.7	-3	-10	-10	-1	6	-1.3	-0.2
- O=C(OCc1cccc2ccccc12)C1CC(=O)N(c2ccccc2)C1 (stereo not drawn)
    -8	2	-0.6	-2	3	-3	-20	-6	0.4	0.3
- O=C(NCc1ccccc1)/C(=C\c1ccc(O)cc1)NC(=O)c1ccco1
    -3	0	4.8*	-5	-6	-2	18	-8	1.2	-0.4
- O=C(CSc1ncnc2c1oc1ccccc12)OCc1ccccc1
    -3	-1	.	1	-2	-1	-14	-18	3.3	-0.3
- CC1=CC(=C(C#N)c2nc3ccccc3s2)C=C(C)N1c1ccc(F)cc1F
    -4	2	-0.8	-7	6	-5	11	9	4.3	-1.4
- Cn1nc(-c2ccc(N3CCN(CCO)CC3)c([N+](=O)[O-])c2)c2ccccc2c1=O
    4	-4	-0.4	-1	1	-28	-10	8	-0.1	-0.3
- COC(=O)C(NC(=O)c1ccc(C)cc1)(Nc1cccc(C)n1)C(F)(F)F (stereo not drawn)
    -1	-3	0.6	-1	8	3	-4	1	-1.5	-0.1
- Cc1cc(C)c2c(N)c(C(=O)c3ccc(Br)cc3)oc2n1
    -3	-1	0.1	-5	10	-25	-13	-1	1.3	-0.5
- Cc1cc(C(=O)C(C)OC(=O)c2ccc(NC(=O)CC#N)cc2)c(C)n1-c1ccc(OC(F)F)cc1 (stereo not drawn)
    -24	-1	0.6	-7	-18	3	0	-14	3.3	-0.4
- CCC(=O)N(CCc1ccccc1)Cc1cc2cc(C)ccc2[nH]c1=O
    5	3	-0.8	-4	2	7	-1	9	-0.7	-1.1
- O=c1[nH]snc1N1CCOCC1
    4	-4	1.8	-1	2	0	-3	3	-1.2	-0.2

Full records as entered above.
Entry for COc1ccc(C(=O)NC(=S)Nc2ccc(CN3CCCCC3)cc2)cc1Cl : DNMT1 block: -5; STEP inh: 2; MsrA inh: 0.3; bovine MsrA act: -3; eLon inh: -1; SUMO1-SIM PPI: 2; Scp1 inh: -4; CendR NRP1 mod: -9; LMPTP inh: 3.7; Tb MetRS inh: -0.3
Entry for O=C(Nc1cccc(Cl)c1)c1cnccn1 : DNMT1 block: 3; STEP inh: -4; MsrA inh: 0.6; bovine MsrA act: -5; eLon inh: -1; SUMO1-SIM PPI: -2; Scp1 inh: -6; CendR NRP1 mod: 8; LMPTP inh: -2.5; Tb MetRS inh: 1.1

Further results
Every second line gives: DNMT1 block	STEP inh	MsrA inh	bovine MsrA act	eLon inh	SUMO1-SIM PPI	Scp1 inh	CendR NRP1 mod	LMPTP inh	Tb MetRS inh
- COc1cccc(C2NC(c3cccc(OC)c3O)C(C)C(=O)C2C)c1O (stereo not drawn)
    4	-2	0.6	1	-1	0	-3	-7	-0.5	-0.2
- CCOC(=O)CSc1ncnc2c(C(=O)OCC)c3n(c12)CCC3
    -3	-3	-0.1	-2	3	3	9	-1	-0.3	-0.3
- COCCCNCC#CCOc1ccc(OC)cc1
    2	0	-0.6	-4	-3	0	-3	2	-2.0	-0.3
- Cc1c(C)n2c(SCC(=O)N3CCCC3)nnc2[nH]c1=O
    0	2	-0.6	0	-10	-1	-5	-4	0.0	-0.2
- Cc1cccnc1NC(=O)Nc1cccs1
    4	-1	-0.6	1	-12	6	-6	2	-0.8	-0.1
- C=CCNC(=O)c1c(CS(=O)(=O)c2ccccc2)noc1C(=O)NCc1ccccc1
    23	-3	-0.2	-4	8	4	-8	2	-0.1	0.2
- O=C(CCNc1ccc(F)c(Cl)c1)c1ccco1
    1	-5	-0.5	-13	-4	0	-4	-1	0.8	-1.7
- CCOC(=O)c1cc(S(=O)(=O)N2CCN(Cc3ccccc3)CC2)cn1C
    2	-2	0.4	-2	-4	2	2	2	-2.1	-0.3
- COC(=O)c1ccc(COn2c(=O)c(C)[n+]([O-])c3ccccc32)cc1
    2	-1	0.5	-7	-11	-22	-7	-3	-1.8	-0.9
- C=CCc1cc(Cl)ccc1OCCOCCN(C)C
    1	0	1.0	-1	-1	4	-5	-1	-2.3	-0.8
- CCc1ccc(CN2CCC(n3nccc3NC(=O)c3cccc(F)c3)CC2)cc1
    -4	0	0.4	-4	-11	-4	-6	20	0.7	0.0
- Cc1ccc(NC(=O)c2ccc(Cl)c(S(=O)(=O)NCC3CCCO3)c2)c(O)c1 (stereo not drawn)
    -15	-2	0.9	-8	-9	6	4	-8	-0.4	-0.4
- CCOc1ccc(S(=O)(=O)n2c([N+](=O)[O-])cnc2C)c(C)c1C
    -4	0	0.1	-1	2	0	-6	10	-2.0	-0.3
- COc1cccc(CN2CCC(C(=O)Nc3ccc(Oc4cccnc4)cc3)CC2)c1
    -1	-3	-0.5	-3	0	-7	-4	1	1.2	-0.2
- O=C(NCC1CC1)C1(S(=O)(=O)c2ccccc2)CC=CC1
    5	1	-0.3	-3	1	10	-6	21*	-2.1	-0.2
- COc1ccc(C2=Nc3ccccc3N(C(=O)c3cccnc3)C2C(=O)NC(C)(C)C)cc1 (stereo not drawn)
    .	.	2.5	.	.	-18	.	7	-1.6	-0.9
- CCOC(=O)C1CCN(C(=O)CC(C)S(=O)(=O)c2ccc3c(c2)NC(=O)CO3)CC1 (stereo not drawn)
    -1	-2	0.4	-3	-4	-2	-9	-7	-0.2	-0.2
- Cc1cc(OCCN2CCCC2)ccc1[N+](=O)[O-]
    15	-2	1.3	-2	6	-4	-5	-4	-5.3	0.0
- COc1cccc(NC(=S)NC(=O)c2c(Cl)c(C)nn2C)c1
    1	1	1.0	-5	-1	1	-2	-3	-0.1	-2.1
- COC(=O)CCNC(=O)c1ccc2[nH]c(C)c(C)c2c1
    0	-3	1.1	-1	-6	5	-7	-3	0.7	-0.3
- CC1=C[C@@H](C)[C@@H](c2ccccc2)OC1=O
    0	2	0.3	0	4	2	-1	2	-1.6	-0.5
- Cc1ccc(NC(=O)c2ccc3c(=O)n4c(nc3c2)CCC4)cc1F
    -1	-3	-0.4	-3	-2	5	-4	-1	-0.7	-0.5
- Cc1cccc(-c2c3c(=O)n(C)c(=O)n(C)c3cn2C(C)C)c1
    5	-3	-1.0	-7	0	-2	5	-3	0.8	-1.5
- O=C(c1ccc(-c2ccccc2)cc1)c1ccccc1C(=O)N1CCOCC1
    -1	-1	2.2	-2	9	-3	-5	-11	-1.3	-0.5
- COCCNC(=O)c1sc2nc(-c3ccccc3)cn2c1C
    10	0	-1.1	-2	3	6	-7	-4	-0.2	-0.1
- CS(=O)(=O)NCCSc1cc(C(F)(F)F)nc2ccccc12
    3	2	1.1	-5	7	-18	-4	-1	-2.4	-0.2
- CCOC(=O)N(C)c1ccc(C(O)(C(F)(F)F)C(F)(F)F)cc1
    -2	1	1.0	-8	-2	2	-8	10	-1.4	-1.3
- CC(C)(C)C1=C(C#N)C(c2cc3c(cc2Br)OCO3)C(C#N)=C(N)O1 (stereo not drawn)
    2	0	0.7	-7	4	0	0	-2	-2.3	-1.0
- COc1ccccc1NS(=O)(=O)c1ccc(/C=C/C(=O)N2CCN(C(C)=O)CC2)cc1
    -2	-1	0.0	-8	-4	-20	-2	5	-0.4	-0.5
